S1P4 ag – S1P4 receptor agonists, primary screen, cell-based; Sphingosine 1-phosphate receptor 4 (Homo sapiens), O95977; 220,000 compounds, 0.35% hits; S1P4-expressing cell line, agonist reporter assay; activation, % at 4.98 µM; in the data active = activation above about 11%;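 note: 0% = DMSO vehicle and 100% = reference agonist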
NPY-Y1 antag – NPY-Y1 receptor antagonists, primary screen, cell-based; Neuropeptide Y receptor type 1 (Homo sapiens), P25929; inhibition, % at 3.6 µM; 200,000 compounds, 1% hits; AID 1040, 2008; HEK293-CNG Y1 cells, membrane potential fluorescence; NPY at EC95, then isoproterenol;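 active = inhibition above the campaign mean inhibition of all tested compounds plus 3 SD, cut at about 20% in these data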;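 note: 0% = DMSO wells given NPY plus isoproterenol and 100% = isoproterenol alone without NPY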
Target sequence (P25929 whole entry, looked up): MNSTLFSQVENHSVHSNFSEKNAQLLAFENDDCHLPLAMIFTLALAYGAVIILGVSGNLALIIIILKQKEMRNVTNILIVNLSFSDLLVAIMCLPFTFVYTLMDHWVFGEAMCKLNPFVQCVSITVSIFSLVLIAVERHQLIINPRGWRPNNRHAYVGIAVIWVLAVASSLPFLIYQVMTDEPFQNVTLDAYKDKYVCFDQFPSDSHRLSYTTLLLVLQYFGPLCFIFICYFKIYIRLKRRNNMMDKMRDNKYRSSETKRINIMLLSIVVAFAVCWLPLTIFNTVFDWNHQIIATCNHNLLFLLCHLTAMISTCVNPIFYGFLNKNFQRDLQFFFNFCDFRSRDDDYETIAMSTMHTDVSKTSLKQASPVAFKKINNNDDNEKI
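Material: Y1- and CNG-channel-expressing HEK293 cells / Probe or stimulus: NPY 25 nM then isoproterenol 1 µM plus Ro 20-1724 25 µM / Doses: 3.6 µM single dose, DMSO 0.4% / Schedule: compound incubation 1 h at room temperature, readout 45 min post-stimulation / Signal: membrane potential fluorescence / Benchmarks: isoproterenol-only wells as full block versus NPY-plus-isoproterenol wells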
RBBP9 inh – human RBBP9 inhibitors, primary screen, biochemical, fluorescence polarization, FP-Rh probe, HTS; Serine hydrolase RBBP9 (Homo sapiens), O75884; recombinant RBBP9; inhibition, % at 7.94 µM; 220,000 compounds, 0.2% hits; AID 1515, 2009;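 active = inhibition above the campaign mean of all tested compounds plus 3 SD, cut at about 14% in these data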;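 note: plate controls were DMSO wells with RBBP9 for no effect and wells lacking RBBP9 protein for full effect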
Target sequence (O75884 whole entry, looked up): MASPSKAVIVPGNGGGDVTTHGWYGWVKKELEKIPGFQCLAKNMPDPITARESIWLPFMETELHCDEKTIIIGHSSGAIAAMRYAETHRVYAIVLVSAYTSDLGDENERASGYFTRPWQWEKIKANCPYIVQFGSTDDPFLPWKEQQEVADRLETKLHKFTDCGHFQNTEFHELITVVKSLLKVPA
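Test system – recombinant human RBBP9 · Input – RBBP9 2.5 µM in dispensing solution, pre-mixing · Medium – Tris buffer pH 8.0, NaCl, Pluronic · Schedule – preincubation 30 min plus labeling 45 min at 25 °C · Measured by – fluorescence polarization · Measure – % inhibition · Controls – DMSO and no-protein wells · Replicates – one well per compound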
Runt-CBFb FRET – inhibitors of RUNX1 Runt–CBFb binding, primary screen, biochemical, FRET, Cerulean-Runt, Venus-CBFb, uHTS; Runt-related transcription factor 1 (Homo sapiens) + Core-binding factor subunit beta …; Cerulean-Runt/Venus-CBFb FRET ratio 530/480, 1 h; inhibition, % at 20 µM; 220,000 compounds, 0.46% hits;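 active = inhibition over about 50% at 20 µM in the single-dose screen, limit read from the data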;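 note: 0% = DMSO wells and 100% = excess unlabeled CBFb competitor control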
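System: Cerulean-labeled Runt domain protein | Quantity: 100 nM of each labeled protein | Schedule: 1 h compound exposure, room temperature | Detection: Fluorescence energy transfer, 422 nm excitation, 530/480 nm emission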
NPY1 pot ag – NPY-Y1 receptor potentiators or agonists, primary screen, cell-based; Neuropeptide Y receptor type 1 (Homo sapiens), P25929; NPY-Y1 expressing cells, potentiator/agonist activation; activation, % at 3.6 µM; 220,000 compounds, 0.37% hits; AID 1304, 2008; in the data active = activation above about 33%, passing the limit was not always enough;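 note: cells stimulated with NPY at EC10 then isoproterenol at EC100; 0% = low agonist plus stimulus and 100% = saturating agonist plus stimulus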
NPY-Y2 PAM-ag – NPY-Y2 potentiators or agonists, primary screen, cell-based; Neuropeptide Y receptor type 2 (Homo sapiens), P49146; cells expressing NPY-Y2, potentiator/agonist read-out; activation, % at 3.6 µM; 220,000 compounds, 0.45% hits; AID 1359, 2008; in the data active = activation above about 27%;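 note: cells stimulated with NPY near EC25 plus isoproterenol at EC100; 0% = vehicle plus submaximal agonist and 100% = vehicle plus saturating agonist; some results beyond the cut were filed as inactive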
Target sequence (P49146 whole entry, looked up): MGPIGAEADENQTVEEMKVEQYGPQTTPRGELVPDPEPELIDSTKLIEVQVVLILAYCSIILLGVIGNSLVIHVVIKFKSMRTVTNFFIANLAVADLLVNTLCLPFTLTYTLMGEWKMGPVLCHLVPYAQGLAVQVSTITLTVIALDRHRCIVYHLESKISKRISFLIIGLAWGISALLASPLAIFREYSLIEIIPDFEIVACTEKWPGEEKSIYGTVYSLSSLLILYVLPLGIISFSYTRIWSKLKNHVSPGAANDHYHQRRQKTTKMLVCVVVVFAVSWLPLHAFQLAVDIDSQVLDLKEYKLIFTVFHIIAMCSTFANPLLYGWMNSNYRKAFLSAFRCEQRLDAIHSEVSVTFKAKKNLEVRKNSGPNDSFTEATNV
Ba/F3 V617F tox – reduced viability of JAK2V617F-dependent Ba/F3 cells, primary screen, JAK2V617F inhibitor project, cell-based, Ba/F3 EpoR-JAK2V617F, luminescence | inhibition, % at 5.6 µM | 220,000 compounds, 1.1% hits | ATP luminescence;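 active = inhibition above the campaign mean plus 3 SD over all tested compounds, cut at about 24% in these data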;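 note: cytokine-independent growth of Ba/F3 cells driven by EpoR plus mutant JAK2; 0% = DMSO-treated cells and 100% = JAK inhibitor I control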
S1P4 antagonist – S1P4 receptor antagonists, primary screen, cell-based | Sphingosine 1-phosphate receptor 4 (Homo sapiens), O95977 | AID 1510, 2009 | inhibition, % at 4.98 µM | S1P4-expressing cells, antagonist mode, reporter read-out | 220,000 compounds, 0.26% hits; in the data active = inhibition above about 29%;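 note: 0% = wells stimulated with agonist and 100% = vehicle wells without agonist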
BaF3 parental – parental Ba/F3 cell viability inhibition, counter-screen for JAK2V617F inhibitor project, murine pro-B, CellTiter-Glo luminescence | CellTiter-Glo ATP luminescence | inhibition, % at 5.6 µM | 220,000 compounds, 1.1% hits | AID 1486, 2009;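 active = inhibition above a per-campaign cutoff, the mean inhibition of all tested compounds plus 3 SD, cut at about 27% in these data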;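 note: 0% = DMSO wells and 100% = JAK Inhibitor I control wells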
* hit, by the source's call; . = not tested or not shown.

SMILES	S1P4 ag	NPY-Y1 antag	RBBP9 inh	Runt-CBFb FRET	NPY1 pot ag	NPY-Y2 PAM-ag	Ba/F3 V617F tox	S1P4 antagonist	BaF3 parental
CCOC(=O)COc1cccc2c(=O)n(CC(=O)N3CCCc4ccccc43)ccc12	0.1	3.3	4.1	-1.8	14.1	-6.6	-1.1	-5.1	6.0
Cc1cc(C)c(-c2cc(NC(=O)COC(=O)c3ccc(C#N)cc3)n(-c3ccccc3)n2)cc1C	-1.4	-2.5	-10.8	0.3	-6.3	21.6	0.0	-11.6	7.4
Cc1cccc2c(=O)cc(C)n(Cc3ccccc3)c12	1.4	0.8	-7.7	-3.5	-15.6	1.1	0.2	-17.0	5.7
O=C(NN1C(=O)C2C3C=CC(C3)C2C1=O)c1ccccc1 (configuration not stated)	0.5	2.8	-1.3	-1.4	-0.8	-18.8	1.6	-0.8	5.9
CCOC(=O)c1ccc(Cl)c(NC(=O)c2ccc(-c3ccccc3)cc2)c1	-0.9	8.2	-8.7	-8.2	-0.3	0.0	2.9	-10.3	7.7
CCn1c(CNC(=O)c2cccs2)nnc1SCC(=O)NCCc1ccccc1	0.2	2.0	-6.5	1.2	-8.3	4.1	1.2	-34.2	4.2
COc1ccc2c(CSc3nc4nc(C)cc(C)n4n3)cc(=O)oc2c1	-0.4	4.6	-9.0	23.2	-24.6	-0.8	-1.1	-8.0	2.6
CCC(C)[C@H](Nc1nc(-c2ccccc2)nc2c1oc1ccccc12)C(=O)O (some centres not stated)	-1.7	15.9	-13.1	-1.1	-9.6	-1.7	0.8	1.6	0.3
CCc1cccc(CC)c1NC(=O)c1cc(CN2C(=O)c3ccccc3C2=O)ccc1OC	-0.9	3.4	-19.1	-2.5	-9.8	15.1	2.4	-22.3	11.6
CCC1=NN2C(=N)/C(=C/c3cc(C)n(-c4ccccc4)c3C)C(=O)N=C2S1	0.0	.	-6.2	0.6	1.8	-4.5	0.0	1.5	-2.8
COc1ccc(/C=C/C(=O)OCC(=O)c2ccc3c(c2)NC(=O)CO3)cc1	-0.8	.	0.8	2.1	6.7	-2.5	-3.5	-15.0	-6.6
CCCCC(=O)OCC(=O)Nc1ccc(C)c(F)c1	-0.5	-1.7	1.5	-1.7	2.1	4.5	-0.6	1.3	4.0
COc1ccccc1N1CCN(C(=O)c2cc(-c3cccc(Cl)c3)on2)CC1	2.4	2.4	-1.0	-3.6	1.8	16.2	-1.0	-5.5	0.2
O=C(CCCSc1nc(-c2ccco2)cc(C(F)(F)F)n1)NCC1CCCO1 (configuration not stated)	0.8	9.5	-6.2	-2.5	-16.9	-9.1	2.4	-6.3	2.3
COc1cccc(N=c2oc3ccc(OC)cc3cc2-c2nc3ccccc3[nH]2)c1	0.7	3.6	-8.1	-16.9	-30.4	-27.1	8.9	3.7	13.6
COc1ccc(/C=C/c2nc(-c3ccccc3)cc(=O)[nH]2)cc1	1.6	.	-13.5	1.8	6.7	0.0	2.6	-11.7	-0.2
CC/C(O)=N\S(=O)(=O)c1ccc(N=NN(C)C)cc1	0.2	3.1	8.8	-1.4	-13.1	-13.1	-3.5	0.0	-1.1
CC1(C)CC(=O)C2=C(C1)NC(SCC(=O)Nc1ccccc1)=C(C#N)C21CCCCC1	-1.9	3.4	-2.1	8.2	6.0	3.6	-0.6	15.4	1.4
CCOc1ccc2nc(SCC(=O)N3CCCCCC3)c(C#N)cc2c1	2.0	2.7	-15.6	-1.3	-19.8	-0.3	3.9	-22.4	2.9
CC(=O)NC(CC(=O)Nc1nc(C)cs1)c1ccccc1 (configuration not stated)	1.4	14.8	0.3	-0.5	20.9	4.4	2.4	19.6	3.0
NNC(=O)/C(=C\c1ccc(Br)cc1)NC(=O)c1cccs1	-0.6	1.1	-2.6	-1.1	0.5	-23.0	3.9	-2.6	9.7
Cc1cc(C)nc(SCC(=O)N2CCC(C(N)=O)CC2)n1	1.6	-5.0	-5.2	-0.8	2.5	4.2	-0.2	-16.3	3.2
CC(=O)/C=N/Nc1ccccc1	0.5	-3.2	-1.2	0.0	-18.2	7.3	-2.5	-2.6	7.0
O=C(N/C(=C\c1cccnc1)C(=O)N1CCOCC1)c1ccco1	0.3	1.7	-1.8	-2.3	-13.0	-8.6	0.8	15.4	2.3
C=CCN1C(=O)CSC1=Nc1ccc(O)cc1	-1.7	-1.0	-8.9	0.2	-24.7	5.8	5.3	4.9	5.1
O=C(CN1CCN(c2ccc(Cl)cc2)CC1)NCc1cccs1	-1.3	-4.2	-5.5	0.3	13.1	-1.6	-4.7	0.0	0.0
O=C(Cc1cccs1)Nn1c(Cc2cccs2)nc2ccccc2c1=O	-0.1	-1.6	-6.4	-1.1	17.1	4.4	0.3	-20.4	9.6
O=C(Nc1ccc(Cl)cc1F)C1CC1	-1.4	-2.3	-1.8	-3.6	14.2	2.5	-1.0	-7.4	7.6
O=C(/C=C/c1ccc(S(=O)(=O)N2CCOCC2)cc1)NCc1ccc(Cl)cc1	0.7	-1.0	-14.2	-0.8	24.9	-4.1	0.8	-23.6	7.3
O=C(Cc1cccs1)Nc1ccc(-c2nnn(CC(=O)N3CCOCC3)n2)cc1	0.4	-4.2	-2.5	-2.9	1.7	-8.5	-1.0	-6.5	-0.2
Cc1cccc(NC(=S)NCCN2CCOCC2)c1	-0.4	-4.6	-3.3	2.7	16.2	15.1	-1.8	-0.5	-1.1
O=C(c1ccc(-c2nnc(Nc3ccccc3)c3ccccc23)cc1)N1C[C@H]2C[C@H](C1)c1cccc(=O)n1C2	-1.5	-3.7	-1.1	-0.9	23.6	5.7	-2.3	-13.8	0.2
O=C(O)CCC(=O)Nc1nc2nccc(-c3ccccc3)n2n1	0.2	.	-6.8	-0.6	7.9	0.5	-3.0	8.3	2.7
CCc1ccccc1NC(=O)c1cc(-c2cccc(O)c2)on1	2.5	2.2	-6.7	1.0	12.3	2.4	-1.8	5.9	3.1
Cc1nc(CNC(=O)CC2C(=O)NCCN2Cc2ccoc2)nc2c1CCCC2 (configuration not stated)	1.6	.	1.1	5.0	-6.2	-18.5	-2.7	-2.5	-2.8
COc1ccc(CCNC(=O)CSCC(=O)Nc2ccccc2)cc1OC	-0.5	.	9.8	-1.4	7.8	1.0	-3.6	-10.9	1.5
Cc1cccc(S(=O)(=O)NCCC(=O)OC(C)C(=O)NC(=O)NC2CCCCC2)c1 (configuration not stated)	-0.7	-2.3	-1.6	-1.6	-9.2	1.8	-4.7	-1.1	2.3
COCC(=O)N(C)c1nnc(-c2ccccn2)s1	-0.2	2.1	-3.8	1.2	9.9	11.5	0.0	-0.7	7.6
NS(=O)(=O)c1cccc(NC(=O)CN2CCN(Cc3ccc4c(c3)OCO4)CC2)c1	0.8	-0.5	-1.5	2.1	12.5	7.5	-3.8	-9.6	3.1
Cc1ccc(F)c(NC=C2C(=O)OC(C)(C)OC2=O)c1	0.8	-2.5	3.1	0.3	25.9	5.4	-2.8	-13.1	-0.8
COc1ccc(Cl)cc1NC(=S)NNC(=O)C1(C)CC1(Cl)Cl (configuration not stated)	-2.0	7.0	-4.5	1.6	-26.1	-19.6	6.2	-14.7	2.6
O=C1CN2C(=Nc3ccc(Cl)cc3C2c2ccccc2)CN1 (configuration not stated)	0.9	-0.2	-2.0	-1.5	7.8	-1.9	-1.3	-10.2	5.4
Cc1cc(C)cc(OCC(=O)NCC2CCCO2)c1 (configuration not stated)	-0.5	-7.3	2.6	-0.2	-5.2	2.7	0.0	-4.8	0.4
CC(C)Cc1nnc(NC(=O)CSc2ncn[nH]2)s1	-0.8	-2.7	-4.9	-2.8	6.4	-6.9	-2.3	-26.0	-2.8
CC1CCCN(C(=S)Nc2ccc3nc4n(c(=O)c3c2)CCCCC4)C1 (configuration not stated)	0.2	0.1	-13.2	4.6	-0.2	-12.2	-1.3	-19.1	4.0

Reformatted as labelled records: 2 of the compounds above.
O=C(c1ccc(-c2nnc(Nc3ccccc3)c3ccccc23)cc1)N1C[C@H]2C[C@H](C1)c1cccc(=O)n1C2
  S1P4 ag: -1.5	NPY-Y1 antag: -3.7	RBBP9 inh: -1.1	Runt-CBFb FRET: -0.9	NPY1 pot ag: 23.6	NPY-Y2 PAM-ag: 5.7	Ba/F3 V617F tox: -2.3	S1P4 antagonist: -13.8	BaF3 parental: 0.2

O=C(O)CCC(=O)Nc1nc2nccc(-c3ccccc3)n2n1
  S1P4 ag: 0.2	NPY-Y1 antag: .	RBBP9 inh: -6.8	Runt-CBFb FRET: -0.6	NPY1 pot ag: 7.9	NPY-Y2 PAM-ag: 0.5	Ba/F3 V617F tox: -3.0	S1P4 antagonist: 8.3	BaF3 parental: 2.7

More structures follow.
SMILES	S1P4 ag	NPY-Y1 antag	RBBP9 inh	Runt-CBFb FRET	NPY1 pot ag	NPY-Y2 PAM-ag	Ba/F3 V617F tox	S1P4 antagonist	BaF3 parental
CCCCC(C)n1[nH]c(=O)c2c(C)cc(C)nc21 (configuration not stated)	-0.8	.	-0.1	3.5	13.1	-25.8	-0.9	-13.3	-0.8
O=C(c1ccco1)[C@@H]1[C@@H]2C(=O)N(c3ccccc3)C(=O)[C@@H]2C2c3ccccc3C=CN21 (some centres not stated)	1.5	-2.5	-4.5	-23.3	-12.1	3.2	0.4	4.3	5.9
COc1cc(-c2nnc(SCC3(c4ccc(Br)cc4)OCCO3)o2)cc(OC)c1OC	3.0	4.0	-4.7	-7.2	-7.5	-28.2	2.1	-2.0	1.6
Cc1cccc(NCN2C(=O)c3ccncc3C2=O)n1	0.8	1.7	7.8	-2.2	10.1	0.0	-6.2	-6.3	4.6
CS(=O)(=O)N(CC(=O)NC1CCCCCC1)Cc1ccc(Cl)cc1	-5.2	2.7	3.8	-4.4	9.1	12.7	-4.4	-17.6	3.9
COc1ccccc1NC(=O)CC1C(=O)Nc2c1c(=O)n(C)c(=O)n2C (configuration not stated)	0.5	-4.0	-7.0	26.9	-8.1	-4.2	-2.1	1.3	1.9
O=C(NC1CCCCC1)C1CCN(c2nccs2)CC1	0.6	1.0	-1.3	4.6	16.7	9.5	-1.0	6.2	4.8
O=C(Nc1cccc2ncccc12)C12CC3CC(CC(C3)C1)C2	1.0	-0.8	-3.4	0.0	-45.8	-1.4	-2.9	12.3	4.8

Bioassay records: PubChem BioAssay, several laboratories
